KCNQ1 inh: human KCNQ1 channel inhibition. P51787. CHO-K1 KCNQ1, FluxOR thallium flux fluorescence; stronger effect = higher value. B-score at 10 µM. 1.3% of 310,000 active. AID 2642;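 active = compounds whose thallium flux B-score, printed positive for inhibition, exceeds three library SD while starting fluorescence stays within three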;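 note: channel opened by potassium depolarization with thallium stimulus after 20 min compound exposure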
KCNQ1 pot: potentiates or activates the human KCNQ1 potassium channel | 0.35% of 310,000 active | B-score at 10 µM | CHO-K1 KCNQ1, thallium flux FluxOR fluorescence; stronger effect = higher value | AID 2648;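 active = fluorescence ratio B-score, a plate-corrected score, at least three library SD, with initial intensity B-score within 5 SD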
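Assay system: stable KCNQ1 CHO-K1 line; medium: assay buffer, equal DMSO in all wells; timing: 90 min dye loading and 20 min compound exposure, both at room temperature; technique: kinetic FluxOR thallium fluorescence, 10-s 1-Hz baseline, 110-s post-stimulus read; read-out basis: B score of baseline-normalized fluorescence ratio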
hERG rescue: compounds protecting human hERG from proarrhythmic drug block; Q12809; CHO-hERG, FluxOR thallium flux, dofetilide IC70 present; activation (rescue from dofetilide block), less the hit threshold, % at 10 µM; 0.51% of 310,000 active; AID 1511;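 active = activation above the mean of controls blocked by dofetilide plus 5 SD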;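 note: thallium influx through hERG after potassium depolarization seen as dye fluorescence rise; in these data hits start at about 4.7%; inactives centre near -7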
RGS4 inh: human RGS4 inhibition. P49798. HEK293 M3R/RGS4 inducible, Fluo-4 calcium flux; stronger effect = higher value; triggered by carbachol at its EC20. B-score at 10 µM. 0.45% of 310,000 active;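 active = B-score, a plate-corrected calcium signal, over three deviations above library mean, with baseline fluorescence within five deviations of library mean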;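 note: RGS4 expression induced by doxycycline in cells with stable M3 receptor; B-score is computed from the integrated fluorescence ratio over baseline after carbachol; higher B-score means a larger calcium signal and so more RGS4 inhibition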
Target sequence (P49798 whole entry, looked up): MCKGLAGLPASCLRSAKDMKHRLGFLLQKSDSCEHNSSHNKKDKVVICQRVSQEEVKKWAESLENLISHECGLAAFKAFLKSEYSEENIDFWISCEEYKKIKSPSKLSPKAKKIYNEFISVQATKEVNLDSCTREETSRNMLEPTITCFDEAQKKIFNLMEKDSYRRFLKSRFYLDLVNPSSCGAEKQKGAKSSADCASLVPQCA
MrgX1 PAM: allosterically activates human MrgX1 receptor signaling. Q96LB2. MrgX1-HEK293, Fluo-4 calcium flux, FDSS; stronger effect = higher value. B-score at 10 µM. 0.63% of 310,000 active. AID 588675;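 active = plate-corrected calcium response at least 3 library SD above typical, normal starting fluorescence, not activating the receptor alone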;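 note: compound read alongside a low EC10 to EC30 dose of BAM8-22 agonist; peak minus trough fluorescence over baseline measured at the second addition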
KCNK9 block: human KCNK9 channel inhibition. AID 488922. Q9NPC2. 1.2% of 310,000 active. HEK293 KCNK9, FluxOR thallium flux fluorescence; stronger effect = lower value. B-score at 10 µM;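 active = ratio B-score over 3 SD below the library mean, with starting fluorescence within 5 SD of its mean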;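 note: negative B-score means less thallium flux so channel inhibition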
Target sequence (Q9NPC2 whole entry, looked up): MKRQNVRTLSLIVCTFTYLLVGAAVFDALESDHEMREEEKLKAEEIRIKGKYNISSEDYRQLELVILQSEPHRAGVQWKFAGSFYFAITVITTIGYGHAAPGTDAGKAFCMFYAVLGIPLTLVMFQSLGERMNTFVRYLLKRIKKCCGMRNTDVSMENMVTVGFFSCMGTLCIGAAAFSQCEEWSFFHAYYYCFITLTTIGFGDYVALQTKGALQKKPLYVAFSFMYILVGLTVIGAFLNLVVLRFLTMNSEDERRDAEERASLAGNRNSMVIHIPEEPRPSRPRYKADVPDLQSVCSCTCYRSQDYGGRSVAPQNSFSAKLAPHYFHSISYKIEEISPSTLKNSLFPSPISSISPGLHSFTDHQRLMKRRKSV
TMEM16A inh: mouse TMEM16A channel inhibition, primary screen | AID 588511 | HEK293 TMEM16A/YFP iodide influx fluorescence, ionomycin | 1.2% of 310,000 active | normalized B-score (activity score, 25-100; higher = stronger inhibition) at 10 µM;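 active = ratio plate-corrected score three or more library SD toward inhibition, starting fluorescence score within five deviations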;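 note: score derived from kinetic fluorescence span divided by baseline fluorescence per well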
RGS4 act: potentiators or activators of RGS4; 0.92% of 310,000 active; HEK293 M3R/inducible RGS4, carbachol calcium flux Fluo4; stronger effect = lower value; B-score at 10 µM;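 active = B-score of the integrated calcium signal more than 4 SD below the library mean, with starting fluorescence not abnormally high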;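 note: negative B-score means reduced calcium response which marks RGS4 activation or potentiation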
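Assay system: Inducible-RGS4 HEK293 cells carrying M3 receptor | Schedule: Compound preincubation 20 min at room temperature before agonist | Signal: Kinetic calcium fluorescence imaging with Fluo4-AM dye, 2 µM | Read-out basis: B score from integrated fluorescence ratio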
KCNK3 inh: human KCNK3 channel inhibition, primary screen. 0.84% of 340,000 active. B-score at 10 µM. O14649. CHO-KCNK3 thallium flux, FluxOR fluorescence; stronger effect = lower value. AID 602410;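 active = B-score under library mean minus 4 SD, starting fluorescence ratio at most library mean plus 5 SD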;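 note: more negative B-score means stronger inhibition of thallium flux through KCNK3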
Target sequence (O14649 whole entry, looked up): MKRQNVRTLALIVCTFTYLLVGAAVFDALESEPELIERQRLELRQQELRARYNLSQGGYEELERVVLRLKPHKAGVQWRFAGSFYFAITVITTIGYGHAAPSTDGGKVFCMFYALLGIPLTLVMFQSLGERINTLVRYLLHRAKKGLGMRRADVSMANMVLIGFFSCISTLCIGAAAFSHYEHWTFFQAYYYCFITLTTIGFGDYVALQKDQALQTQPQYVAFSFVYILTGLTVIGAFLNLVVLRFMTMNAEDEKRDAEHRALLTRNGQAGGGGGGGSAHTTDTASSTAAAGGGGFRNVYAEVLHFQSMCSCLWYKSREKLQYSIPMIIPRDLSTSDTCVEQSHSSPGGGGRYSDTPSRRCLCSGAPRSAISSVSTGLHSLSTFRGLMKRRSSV
ANO1 activ: activators or potentiators of mouse TMEM16A chloride channel. HEK293 TMEM16A/YFP-H148Q/I152L, iodide quench fluorescence; stronger effect = lower value. B-score at 10 µM. 0.3% of 340,000 active. AID 623877;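 active = fluorescence-ratio B-score plate-corrected deviation score at least 3 library SD below zero, with starting fluorescence score within 5 deviations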;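 note: channel opened by trigger with iodide after compound preincubation; score built on the fluorescence ratio of max minus min over baseline; more negative score means more quench and so TMEM16A activation or potentiation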
MrgX1 ag: human MrgX1 receptor agonism, primary screen; Q96LB2; MrgX1-HEK293 cells, Fluo-4 calcium fluorescence, agonist mode; stronger effect = higher value; B-score at 10 µM; 0.44% of 310,000 active;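 active = calcium response B-score plate-corrected fluorescence ratio at least 3 library SD, with starting fluorescence B-score inside 5 SD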
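Assay system: stable human MrgX1 HEK293 cell line. Quantity: 15,000 cells per well. Schedule: cells plated overnight, dye loaded 0.5 h 37 °C, 0.5 h room temperature. Detection: Fluo-4 NW calcium-flux fluorescence, kinetic read. Read-out basis: peak-minus-minimum fluorescence over baseline, converted to B scores. Control set: positive and negative control wells on each plate.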
Active calls of the source: *.

For Cc1csc(C(C#N)C(=O)c2ccc(S(=O)(=O)N3CCCC3)cc2)n1 (configuration not stated) the results were KCNQ1 inh inactive, KCNQ1 pot inactive, hERG rescue -1, RGS4 inh inactive, MrgX1 PAM inactive, KCNK9 block inactive, TMEM16A inh inactive, RGS4 act inactive, KCNK3 inh inactive, ANO1 activ inactive and MrgX1 ag inactive.
`CCN(CC(=O)NCc1cccs1)C(=O)c1ccc(S(=O)(=O)Nc2ccccc2F)cc1` gave KCNQ1 inh inactive, KCNQ1 pot inactive, hERG rescue -8, RGS4 inh inactive, MrgX1 PAM inactive, KCNK9 block inactive, TMEM16A inh inactive, RGS4 act inactive, KCNK3 inh inactive, ANO1 activ inactive and MrgX1 ag inactive.
Cc1ccc(-c2cc(=O)[nH][nH]2)c(C)c1 was read as KCNQ1 inh inactive, KCNQ1 pot inactive, hERG rescue -9, RGS4 inh inactive, MrgX1 PAM inactive, KCNK9 block inactive, TMEM16A inh inactive, RGS4 act inactive, KCNK3 inh inactive, ANO1 activ inactive and MrgX1 ag inactive.
CC(C)c1ccc(S(=O)(=O)N2CCN(C(=O)Cc3ccsc3)CC2)cc1 was read as KCNQ1 inh inactive, KCNQ1 pot inactive, hERG rescue -5, RGS4 inh inactive, MrgX1 PAM inactive, KCNK9 block inactive, TMEM16A inh inactive, RGS4 act inactive, KCNK3 inh inactive, ANO1 activ inactive and MrgX1 ag inactive.
For COc1cc(CN2CCCC(N3CCN(c4ccccc4C)CC3)C2)ccc1O (configuration not stated) the results were KCNQ1 inh inactive, KCNQ1 pot inactive, hERG rescue -8, RGS4 inh inactive, MrgX1 PAM inactive, KCNK9 block inactive, TMEM16A inh inactive, RGS4 act inactive, KCNK3 inh inactive, ANO1 activ inactive and MrgX1 ag inactive.
Screening CCCC(=O)C1=C(O)C(C(=O)OC)C(C)(C)CC1=Nc1cccc([N+](=O)[O-])c1 (configuration not stated) returned KCNQ1 inh inactive, KCNQ1 pot inactive, hERG rescue -5, RGS4 inh inactive, MrgX1 PAM inactive, KCNK9 block inactive, TMEM16A inh inactive, RGS4 act inactive, KCNK3 inh inactive, ANO1 activ inactive and MrgX1 ag inactive.
O=C1c2ccccc2C(Nc2ccc3c(c2)OCCO3)N1c1ccc(Cl)cn1 (configuration not stated) was read as KCNQ1 inh inactive, KCNQ1 pot inactive, hERG rescue -5, RGS4 inh inactive, MrgX1 PAM inactive, KCNK9 block inactive, TMEM16A inh inactive, RGS4 act inactive, KCNK3 inh inactive, ANO1 activ inactive and MrgX1 ag inactive.
COc1ccccc1OCC(=O)Nc1cc(NC(=O)COc2ccccc2OC)cc(C(=O)O)c1 was read as KCNQ1 inh inactive, KCNQ1 pot inactive, hERG rescue 1, RGS4 inh inactive, MrgX1 PAM inactive, KCNK9 block inactive, TMEM16A inh inactive, RGS4 act inactive, KCNK3 inh inactive, ANO1 activ inactive and MrgX1 ag inactive.
`COCCNC(=O)c1cn(C)c2ccc(S(=O)(=O)N3CCCCC3)cc2c1=O` gave KCNQ1 inh inactive, KCNQ1 pot inactive, hERG rescue -6, RGS4 inh inactive, MrgX1 PAM inactive, KCNK9 block inactive, TMEM16A inh inactive, RGS4 act inactive, KCNK3 inh inactive, ANO1 activ inactive and MrgX1 ag inactive.
COC(=O)c1ccc(COc2ccccc2OC)o1 was read as KCNQ1 inh inactive, KCNQ1 pot inactive, hERG rescue -5, RGS4 inh inactive, MrgX1 PAM inactive, KCNK9 block inactive, TMEM16A inh inactive, RGS4 act inactive, KCNK3 inh inactive, ANO1 activ inactive and MrgX1 ag inactive.
`O=C(CCC(=O)N1CCN(c2ccc(O)cc2)CC1)c1cccs1` gave KCNQ1 inh inactive, KCNQ1 pot inactive, hERG rescue -13, RGS4 inh inactive, MrgX1 PAM inactive, KCNK9 block inactive, TMEM16A inh inactive, RGS4 act inactive, KCNK3 inh inactive, ANO1 activ inactive and MrgX1 ag inactive.
For COc1ccc(/C=C/C(=O)NCC(=O)N/N=C(/CCC(=O)O)c2ccccc2)cc1 the results were KCNQ1 inh inactive, KCNQ1 pot inactive, hERG rescue -9, RGS4 inh inactive, MrgX1 PAM inactive, KCNK9 block inactive, TMEM16A inh inactive, RGS4 act inactive, KCNK3 inh inactive, ANO1 activ inactive and MrgX1 ag inactive.
Screening Cc1cc2c(c(=O)n1Cc1cccnc1)C(c1cccs1)C(C#N)=C(N)O2 (configuration not stated) returned KCNQ1 inh inactive, KCNQ1 pot inactive, hERG rescue -6, RGS4 inh inactive, MrgX1 PAM inactive, KCNK9 block inactive, TMEM16A inh inactive, RGS4 act inactive, KCNK3 inh inactive, ANO1 activ inactive and MrgX1 ag inactive.
O=[N+]([O-])c1ccc(-n2cc(-c3ccccc3)nn2)cc1 was read as KCNQ1 inh inactive, KCNQ1 pot inactive, hERG rescue -6, RGS4 inh inactive, MrgX1 PAM inactive, KCNK9 block inactive, TMEM16A inh inactive, RGS4 act inactive, KCNK3 inh inactive, ANO1 activ inactive and MrgX1 ag inactive.
For Cc1nc(NC(=O)c2ccccc2)nc2cc3c(cc12)OCO3 the results were KCNQ1 inh inactive, KCNQ1 pot inactive, hERG rescue -8, RGS4 inh inactive, MrgX1 PAM inactive, KCNK9 block inactive, TMEM16A inh inactive, RGS4 act inactive, KCNK3 inh inactive, ANO1 activ inactive and MrgX1 ag inactive.
For CC(=O)c1ccc(N2CCN(CC(=O)NCc3ccccc3)CC2)cc1 the results were KCNQ1 inh inactive, KCNQ1 pot inactive, hERG rescue -5, RGS4 inh inactive, MrgX1 PAM inactive, KCNK9 block inactive, TMEM16A inh inactive, RGS4 act inactive, KCNK3 inh inactive, ANO1 activ inactive and MrgX1 ag inactive.
Screening CC1CCCCN1Cc1c(O)ccc2c(=O)c(-c3nc4ccccc4s3)c(N)oc12 (configuration not stated) returned KCNQ1 inh inactive, KCNQ1 pot inactive, hERG rescue -24, RGS4 inh 12*, MrgX1 PAM inactive, KCNK9 block inactive, TMEM16A inh inactive, RGS4 act inactive, KCNK3 inh inactive, ANO1 activ inactive and MrgX1 ag inactive.
Screening COc1ccc(S(=O)(=O)Nc2nc3c(s2)C(=O)CC(C)(C)C3)cc1 returned KCNQ1 inh inactive, KCNQ1 pot inactive, hERG rescue -3, RGS4 inh inactive, MrgX1 PAM inactive, KCNK9 block inactive, TMEM16A inh inactive, RGS4 act inactive, KCNK3 inh inactive, ANO1 activ inactive and MrgX1 ag inactive.
For CN(C)/C=C/c1c([N+](=O)[O-])c2ccc(O)cc2n1-c1ccccc1 the results were KCNQ1 inh inactive, KCNQ1 pot inactive, hERG rescue -17, RGS4 inh inactive, MrgX1 PAM inactive, KCNK9 block inactive, TMEM16A inh inactive, RGS4 act inactive, KCNK3 inh inactive, ANO1 activ inactive and MrgX1 ag inactive.
For COc1ccc(C(=O)Nc2cccc(C(=O)NCc3ccco3)c2)cc1 the results were KCNQ1 inh inactive, KCNQ1 pot inactive, hERG rescue -8, RGS4 inh inactive, MrgX1 PAM inactive, KCNK9 block inactive, TMEM16A inh inactive, RGS4 act inactive, KCNK3 inh inactive, ANO1 activ inactive and MrgX1 ag inactive.
For Cc1ccc(NC(=O)Cc2nnc(SCC(=O)NC3CCCC3)n2C)cc1C the results were KCNQ1 inh inactive, KCNQ1 pot inactive, hERG rescue -14, RGS4 inh inactive, MrgX1 PAM inactive, KCNK9 block inactive, TMEM16A inh inactive, RGS4 act inactive, KCNK3 inh inactive, ANO1 activ inactive and MrgX1 ag inactive.
`NCCNc1cc(N2CCCC2)ccc1[N+](=O)[O-]` gave KCNQ1 inh inactive, KCNQ1 pot inactive, hERG rescue -6, RGS4 inh inactive, MrgX1 PAM inactive, KCNK9 block inactive, TMEM16A inh inactive, RGS4 act inactive, KCNK3 inh inactive, ANO1 activ inactive and MrgX1 ag inactive.
`O=C(Nc1cc([N+](=O)[O-])ccc1F)C1CC1` gave KCNQ1 inh inactive, KCNQ1 pot inactive, hERG rescue -2, RGS4 inh inactive, MrgX1 PAM inactive, KCNK9 block inactive, TMEM16A inh inactive, RGS4 act inactive, KCNK3 inh inactive, ANO1 activ inactive and MrgX1 ag inactive.
For O=C(Nc1ccc(O)c(-c2nc3ccccc3o2)c1)C1(c2ccc(Cl)cc2)CCCC1 the results were KCNQ1 inh inactive, KCNQ1 pot inactive, hERG rescue -16, RGS4 inh inactive, MrgX1 PAM inactive, KCNK9 block inactive, TMEM16A inh inactive, RGS4 act inactive, KCNK3 inh inactive, ANO1 activ inactive and MrgX1 ag inactive.
For O=C(Nc1nccs1)c1ccc(Br)cc1 the results were KCNQ1 inh inactive, KCNQ1 pot inactive, hERG rescue -9, RGS4 inh inactive, MrgX1 PAM inactive, KCNK9 block inactive, TMEM16A inh inactive, RGS4 act inactive, KCNK3 inh inactive, ANO1 activ inactive and MrgX1 ag inactive.
For CN(C)CCCN1C(=O)c2cccc3c(Br)ccc(c23)C1=O the results were KCNQ1 inh inactive, KCNQ1 pot inactive, hERG rescue -24, RGS4 inh inactive, MrgX1 PAM inactive, KCNK9 block inactive, TMEM16A inh inactive, RGS4 act inactive, KCNK3 inh inactive, ANO1 activ inactive and MrgX1 ag inactive.
C=CCN1CCN(C(=O)CCCc2ccccc2)CC1 was read as KCNQ1 inh inactive, KCNQ1 pot inactive, hERG rescue -4, RGS4 inh inactive, MrgX1 PAM inactive, KCNK9 block inactive, TMEM16A inh inactive, RGS4 act inactive, KCNK3 inh inactive, ANO1 activ inactive and MrgX1 ag inactive.
`C[C@@H](C(=O)CC(=O)OC(C)(C)C)[C@@H](O)c1c(F)cccc1Cl` gave KCNQ1 inh inactive, KCNQ1 pot inactive, hERG rescue -7, RGS4 inh inactive, MrgX1 PAM inactive, KCNK9 block -8*, TMEM16A inh inactive, RGS4 act inactive, KCNK3 inh inactive, ANO1 activ inactive and MrgX1 ag inactive.
`Cc1cc(C)cc(CSCC(=O)N/N=C/c2ccc(OCC(=O)NCc3ccco3)cc2)c1` gave KCNQ1 inh inactive, KCNQ1 pot inactive, hERG rescue -13, RGS4 inh inactive, MrgX1 PAM inactive, KCNK9 block inactive, TMEM16A inh inactive, RGS4 act inactive, KCNK3 inh inactive, ANO1 activ inactive and MrgX1 ag inactive.

Screening data deposited in PubChem by Johns Hopkins Ion Channel Center.
